HTT ATP protect: qHTS Multiplex Assay to Identify Dual Action Probes in a Cell Model of Huntington: Cytoprotection (ATP); PC12 HTT-Q103 induced, cytoprotection, ATP luminescence, 40 h; Potency, µM (titrated, usually from 56.4 µM), inactives show cytoprotection (ATP increase), actives largely listed as activators; 230,000 tested, 0.14% active; AID 1471, 2008;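 note: potency is the fitted concentration of half-maximal effect; % of control where 0% means no effect; nearly all actives have a fitted effect of over 45% in size; toxic huntingtin expression switched on by the ecdysone agonist tebufenozide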
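ATP quantification (ATPlite) reports survival of PC12 cells in which tebufenozide, 100 nM final, switches on Htt exon 1 with 103 glutamines linked to GFP; compounds are titrated.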
Luc counter: Counterscreen for Luciferase (Kinase-Glo TM) Inhibition; Luciferin 4-monooxygenase (Photuris pensylvanica), Q27757; Kinase-Glo luciferase, ATP luminescence, 8 min; Potency, µM (top dose mostly 38.3 µM), without a hit: at the highest dose activity change, negative = inhibition, actives largely listed as inhibitors; 200,000 tested, 0.28% active; AID 1379, 2008; note: potency is the fitted concentration of half-maximal effect; % is set by controls: 0 for no effect and ±100 for the full control effect; nearly all actives have a fitted effect of over 60% in size
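Compounds were added to a substrate mix at pH 7.2 (50 mM imidazole, 10 uM ATP, within the enzyme's linear range), followed by Kinase-Glo detection reagent; luminescence was measured after 8 minutes at ambient temperature.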
CBFb RUNX1 block: qHTS Assay for Compounds Blocking the Interaction Between CBF-beta and RUNX1 for the Treatment of Acute Myeloid Leukemia | AlphaScreen CBFb-His/RUNX1-biotin binding, biochemical | 230,000 tested, under 10 active | Potency, µM (titrated, usually from 59.8 µM), for inactives: top-dose activity, negative = inhibition, most hits filed as inhibitors | AID 1477, 2009 | Runt-related transcription factor 1 (Homo sapiens) + Core-binding factor subunit beta …; note: % of control where 0% means no effect
Target sequence (Q01196 whole entry, looked up): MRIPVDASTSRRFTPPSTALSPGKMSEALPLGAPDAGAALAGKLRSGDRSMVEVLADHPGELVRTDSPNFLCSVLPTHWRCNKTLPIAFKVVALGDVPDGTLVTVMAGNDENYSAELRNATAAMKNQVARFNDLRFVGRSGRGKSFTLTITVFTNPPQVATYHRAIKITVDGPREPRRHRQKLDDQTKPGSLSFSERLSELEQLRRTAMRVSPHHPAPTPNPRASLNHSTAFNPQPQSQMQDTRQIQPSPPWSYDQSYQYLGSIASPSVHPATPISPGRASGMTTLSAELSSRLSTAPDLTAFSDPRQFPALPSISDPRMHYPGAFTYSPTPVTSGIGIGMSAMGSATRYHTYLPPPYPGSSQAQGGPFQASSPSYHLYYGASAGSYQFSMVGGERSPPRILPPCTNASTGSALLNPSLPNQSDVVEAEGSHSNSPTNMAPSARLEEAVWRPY
Target sequence (Q13951 whole entry, looked up): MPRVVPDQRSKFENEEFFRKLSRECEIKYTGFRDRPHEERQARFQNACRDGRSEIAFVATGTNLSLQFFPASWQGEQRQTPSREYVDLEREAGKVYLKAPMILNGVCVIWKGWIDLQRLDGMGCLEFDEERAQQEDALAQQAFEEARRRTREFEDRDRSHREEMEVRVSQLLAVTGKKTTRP
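His-tagged CBF-beta and biotinylated RUNX1 (30 nM each) were premixed 20 min at room temperature, exposed to compound for 15 min, then given nickel-chelate and streptavidin AlphaScreen beads (50 ng each). After 90 min, AlphaScreen signal was read.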
Lamin A splicing: qHTS Assay for Modulators of Lamin A Splicing. HeLa LMNA splicing GFP/RFP minigene ratio, 48 h. Potency, µM (highest dose often 46.1 µM), without a hit: at the highest dose ratio change, negative = inhibition, usual class: inhibitors. 200,000 tested, 0.01% active; active = well fitted inhibition curve with a large enough effect in the signal ratio, with a control signal flat, not every such curve was filed as active; inconclusive = small, poorly fitted or top-dose-only effect, or effect the other way, or a change in a side signal; the % refers to the signal ratio; note: potency is the fitted concentration of half-maximal effect; % is set by controls: 0 for no effect and ±100 for the full control effect
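S3 HeLa cells stably expressing lamin A-EGFP splicing minigene plus DsRed2, 600 cells/well, 48 h compound exposure at 37C. Laser-scanning cytometry; analysed as GFP (500-530 nm)/RFP (575-640 nm) total intensity ratio; 0.5% DMSO vehicle.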
SMN2 splice enh: qHTS Assay for Enhancers of SMN2 Splice Variant Expression; HEK293 SMN2-luciferase splicing reporter, luminescence, 30-36 h; AID 1458, 2008; Potency, µM (top dose mostly 46.1 µM), without a hit: at the top dose activity change, positive = activation, actives largely listed as activators; 210,000 tested, 2.8% active; note: potency is the fitted concentration of half-maximal effect; % of control where 0% means no effect; nearly all actives have a fitted effect of over 55% in size
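qHTS luciferase splicing reporter: luminescence rises when SMN2 exon 7 is included in transfected HEK293 cells. Compound exposure lasted 30-36 h at 37C, with 4.5 mM final sodium butyrate as control, followed by a ONE-Glo read.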
IMPase Li inh: qHTS Assay for Identifying the Cell-Membrane Permeable IMPase Inhibitors: Potentiation with Lithium; Potency, µM (doses to about 59.4 µM), inactives show at the top dose activity, negative = IMPase inhibition, most hits filed as inhibitors; 210,000 tested, 0.35% active; CHO-M1 cells, IP1 TR-FRET (IP-One), carbachol + lithium;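 note: IP1 builds up when IMPase is blocked and the TR-FRET signal falls; potency is the fitted concentration of half-maximal effect; plate controls were basal vehicle for no effect and high inhibitor control for full effect; nearly all actives have a fitted effect of over 50% in size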
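Lithium-sensitised IP1 accumulation assay; M1-expressing CHO cells treated 30 min at 37C with compound. Competitive antibody detection by time-resolved FRET followed a 10 min room-temperature lysis step.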
HttQ103 aggreg: qHTS Multiplex Assay to Identify Dual Action Probes in a Cell Model of Huntington: Aggregate Formation (GFP); PC12 HttQ103-GFP aggregates, Acumen cytometry, 40 h; Potency, µM (titrated, usually from 46.1 µM), for the others: top-dose activity change, negative = inhibition, usual class: inhibitors; 220,000 tested, 1.1% active; AID 1688, 2009; note: potency is the fitted concentration of half-maximal effect; % is set by controls: 0 for no effect and ±100 for the full control effect; nearly all actives have a fitted effect of over 60% in size
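Huntingtin Q103 exon 1–GFP aggregates in induced PC12 cells (100 nM tebufenozide) were quantified by cytometry from lysates, with compounds dosed in titration.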
* = called active by the depositor; ? = inconclusive; / = no result given; [ ] = another dose, or the depositor's remark. Unless noted, calls come from the whole dose curve; as a rule, active = well fitted curve in the direction sought with a large enough effect; inconclusive = small, poorly fitted or top-dose-only effect, or another doubt; inactive = no such curve, though single readings can be large; an effect the other way counts as inactive or inconclusive.

SMILES	HTT ATP protect	Luc counter	CBFb RUNX1 block	Lamin A splicing	SMN2 splice enh	IMPase Li inh	HttQ103 aggreg
Cc1ccc(SCCC(=O)Nc2ccc(OCc3ccccc3)cc2)cc1	-10%[10 µM]	4%	11%	-13%	16%	-2%	-13%
C/C=N\NC(=O)CNC(=O)CNC(=O)c1ccccc1	10%[10 µM]	-1%	8%	/	13%	3%	2%
O=C(CN1c2cccc3cccc(c23)S1(=O)=O)Nc1cccc(S(=O)(=O)N2CCOCC2)c1	1%[10 µM]	4%	1%	?	14%	-2%	2%
COC(=O)c1ccccc1NC(=O)CSc1nnnn1-c1ccc(C)cc1C	-13%[0.074 µM]	5%	5%	?	-18%	10µM*	17%[9.22 µM]
O=c1[nH]c2cc3c(cc2cc1C(c1nnnn1C1CCCC1)N1CCCc2ccccc21)OCCO3 (stereo not given)	-19%[10 µM]	-1%	-20%	1%	0%	4%[38.3 µM]	-5%
C#CCOCCOCCOCCNc1nc(N2CCN(C(=O)[C@H](CCCCN)n3cc(CCCC)nn3)CC2)nc(N2CCN(C(=O)[C@H](CCCCN)n3cc(CCCC)nn3)CC2)n1	/	11%	6%[2.36 µM]	14%	-5%	9%	4%
COc1ccc(CC(NC(C)=O)C(=O)N2CCN(C(=O)Nc3ccc(Cl)cc3)CC2)cc1OC (stereo not given)	-30%	1%	1%	2%	-10%	-8%[38.3 µM]	36%
CCc1ccc(C(=O)NC(C(=O)O)C(C)C)cc1 (stereo not given)	-1%	-3%	-1%	9%	10%	3%[38.3 µM]	-1%
O=C(CN(c1cccc(C(F)(F)F)c1)S(=O)(=O)c1ccc(Cl)c([N+](=O)[O-])c1)NCc1ccc(F)cc1	27%[10 µM]	-4%	6%	?	-10%	15%	32%
COc1ccc2[nH]c(O)c(N=NC(=N)N)c2c1	21%[10 µM]	-2%	7%	-12%	-6%[1.84 µM]	9%	-15%
O=C(CSc1ncc(C(F)(F)F)cc1Cl)N1CCN(S(=O)(=O)c2ccccc2)CC1	12%	-5%	5%	?	-24%	-1%[38.3 µM]	-4%
CN(Cc1cc(-c2ccccc2)on1)C(=O)c1cc(COc2c(F)cccc2F)on1	26%[10 µM]	3%	22%	?	/	17%	5%[9.22 µM]
CCOC(=O)c1ccc(S(=O)(=O)N2CCN(CC(=O)NC(=O)NC(C)(C)C)CC2)cc1	2%	-1%	0%	-8%	0%	23%[38.3 µM]	8%
CCCNC(=S)Nc1ccc(Cl)cc1C	-3%[10 µM]	-3%	10%	-19%	-43%[inhibitor]	-2%	16%
O=[N+]([O-])c1ccc(C[n+]2cccc3c4ccccc4ccc32)cc1	?	8%	-6%	?	-7%	-5%	17%
CCc1ccccc1NC(=O)Nc1cccn(Cc2ccc(F)cc2)c1=O	-8%[10 µM]	-4%	2%	/	/	9%	5%[9.22 µM]
CCOc1ccc(C(O)c2nccn2Cc2ccccc2)cc1 (stereo not given)	-5%	-1%	4%	?	-10%	-8%[38.3 µM]	2%
Cc1n[nH]c(C)c1CCc1nc2c3ccccc3nc(SCC(=O)Nc3ccccc3F)n2n1	-44%[inhibitor]	-1%	-18%	?	-8%	33%[38.3 µM]	-3%
COc1ccc(N(CC(=O)NC(C)(C)C)S(=O)(=O)c2ccccc2)cc1OC	-10%[10 µM]	15%	-3%	7%	-2%	0%[38.3 µM]	7%
O=C(COc1ccccc1-c1ccccc1)NCc1ccco1	-16%	1%	-11%	6%[46 µM]	-24%	45%[activator]	6%
Clc1ccc(-n2nnc(-c3cccnc3)n2)cc1Cl	11%[10 µM]	/	0%	/	/	9%	21%[9.22 µM]
CCCCn1c(CN2CCOCC2)nc2c1c(=O)n(C)c(=O)n2C	-9%	2%	2%	-12%	-9%	16%[38.3 µM]	-6%
Cn1cc(S(=O)(=O)Nc2ccc(OC(F)(F)F)cc2)c(=O)n(C)c1=O	10%[10 µM]	/	1%	/	/	/	22%[9.22 µM]
O=C1NC(=S)S/C1=C\c1cc2ccccc2nc1N1CCCCC1	2%[10 µM]	/	2%	/	/	/	-4%[9.22 µM]
O=C(NC(=S)Nc1nc(-c2ccccc2)cs1)c1ccco1	-31%[inhibitor]	2%	-1%	?	-5%	7%	19%
COc1ccc(-n2c(=O)c(-c3cccs3)nc3cnc(Nc4cccc(OC)c4)nc32)cc1	-15%	-2%	/	/	5%	1%	/
Cc1cc(NC(=O)CCCSc2nc(-c3ccco3)cc(C(F)(F)F)n2)n(-c2ccccc2)n1	7%[10 µM]	5%	-7%	-16%	-41%[inhibitor]	8%	8%
NC(=O)N[C@@H](Cc1c[nH]c2ccccc12)C(=O)OCC(=O)N1CCCCC1	19%[10 µM]	2%	-1%	12%[46 µM]	-16%	5%	10%
O=[N+]([O-])c1ccccc1NCCNS(=O)(=O)c1ccc(Cl)cc1	3%[10 µM]	-1%	2%	?	-6%[1.84 µM]	5%	-6%
CC(=O)Nc1cc[n+](C(C)C(=O)c2ccc(Cl)cc2)cc1 (stereo not given)	/	-1%	6%	/	-4%	7%	12%

3 of the compounds above, as a markdown table.
| SMILES | HTT ATP protect | Luc counter | CBFb RUNX1 block | Lamin A splicing | SMN2 splice enh | IMPase Li inh | HttQ103 aggreg |
| --- | --- | --- | --- | --- | --- | --- | --- |
| Clc1ccc(-n2nnc(-c3cccnc3)n2)cc1Cl | 11%[10 µM] | / | 0% | / | / | 9% | 21%[9.22 µM] |
| CCCCn1c(CN2CCOCC2)nc2c1c(=O)n(C)c(=O)n2C | -9% | 2% | 2% | -12% | -9% | 16%[38.3 µM] | -6% |
| Cn1cc(S(=O)(=O)Nc2ccc(OC(F)(F)F)cc2)c(=O)n(C)c1=O | 10%[10 µM] | / | 1% | / | / | / | 22%[9.22 µM] |

Next section.
SMILES	HTT ATP protect	Luc counter	CBFb RUNX1 block	Lamin A splicing	SMN2 splice enh	IMPase Li inh	HttQ103 aggreg
Cc1ccc2[nH]c(=O)c(CN(Cc3ccccc3Cl)C(=O)N3CCOCC3)cc2c1	-17%	0%	0%	-9%	16%	36%[38.3 µM]	8%
Cc1ccc(S(=O)(=O)N2CC=C(c3c(C)n(C)c4ccccc34)CC2)cc1	9%[10 µM]	0%	-1%	?	-11%[1.84 µM]	4%	9%
Cc1ccc2nc(-c3ccc(NC(=S)NC4CC(C)(C)NC(C)(C)C4)cc3)sc2c1	10%[10 µM]	-8%	-16%	?	?	3%	1%
Cc1cc(NC(=O)/C=C/C(=O)N(CC(=O)NC2CCCC2)c2ccc(F)cc2)no1	-3%[10 µM]	0%	0%	-2%[46 µM]	/	10%	-3%[9.22 µM]
CCOC(=O)N1CCN(C(=O)c2ccc(SC)cc2OC)CC1	4%[10 µM]	-2%	3%	10%[46 µM]	/	-2%	-6%[9.22 µM]
O=C(NCCn1cc(SCc2ccccc2)c2ccccc21)c1ccccc1F	/	1%	-1%[2.36 µM]	?	-48%[inhibitor]	18%	?
Cc1ccc(OCCOCCNC(C)(C)C)c([N+](=O)[O-])c1	/	-1%	1%	-1%	15%	-3%	10%
O=C(/C=C/c1ccc2c(c1)OCCCO2)c1ccc2ccccc2c1O	15%[10 µM]	-2%	9%	?	-34%[inhibitor]	0%	?
COC(=O)/C=C1\S/C(=N/NC(=O)c2ccc(OC)cc2)NC1=O	-13%	1%	-2%	6%[46 µM]	25%	-1%	-4%
O=[N+]([O-])c1ccc(S(=O)(=O)Nc2ccc(-c3csc(-c4ccccc4)n3)cc2)cc1	-103%[inhibitor]	1%	?	?	-66%[inhibitor]	21%[38.3 µM]	?
CCN(C(=O)c1cccs1)c1nnc(-c2ccncc2)s1	1%[1.9 µM]	-3%	2%	5%	26%	23%[38.3 µM]	8%
Cc1nc(S(=O)(=O)N2CCN(C3c4ccccc4-c4ccccc43)CC2)cn1C	14%[10 µM]	/	1%	7%[46 µM]	/	/	8%[9.22 µM]
CSc1nc2c(c(-c3ccc(O)cc3)c1C#N)CCC2	15%[0.074 µM]	1%	2%	-7%	-4%	22%[38.3 µM]	-3%
CC(C)(C)n1nnnc1C(c1cccnc1)N1CCN(c2ccccc2)CC1 (stereo not given)	-19%	-1%	-1%	6%	-3%	5%[38.3 µM]	0%
N#Cc1c(N)nc2c(c1-c1cccs1)CCCC2	8%[1.9 µM]	0%	4%	3%	-2%	-2%	-32%
CN1/C(=C\C(=O)C(F)F)C(C)(C)c2ccccc21	9%	0%	19%	-2%	-5%	15%[38.3 µM]	-10%
COc1nc(SC)nc(Cl)c1Cc1ccc(OC(C)C)cc1	-21%[10 µM]	0%	23%	?	-26%	15%	-6%
Cc1nn(CCOc2ccccc2)c(=O)n1-c1ccccc1	19%	-3%	1%	11%	-1%	-14%[38.3 µM]	2%
COc1cc(/C=C/C(=O)O)cc(S(=O)(=O)NCCCO)c1OC	10%	8%	-6%	7%	-12%	-4%[38.3 µM]	4%
COc1ccc2c(c1)/C(=N/N1C(=O)c3ccccc3C1=O)C(=O)N2	-24%	-2%	-12%	2%[46 µM]	-20%	16%	7%
COC(=O)c1cnn(C(=O)c2cc(OC)ccc2Br)c1N	3%[0.074 µM]	0%	1%	-5%	10%	-27%[38.3 µM]	14%
CSc1nc(N)nc(SCC(=O)C23CC4CC(CC(C4)C2)C3)c1C#N	-6%[10 µM]	1%	7%	?	-47%[inhibitor]	12%	?
O=C(CSc1ncccc1C(=O)O)c1cccc(C(F)(F)F)c1	-20%	4%	4%	18%[46 µM]	?	-2%	-14%
O=C(O)C(Cc1c[nH]c2ccccc12)NS(=O)(=O)c1cccc2nsnc12 (stereo not given)	-11%[10 µM]	2%	-4%	-11%	?	3%	-17%
CCOc1ccccc1N(C(=O)Cn1nnnc1-c1ccc(C)o1)C(CC)C(=O)NC(C)(C)C (stereo not given)	0%[10 µM]	-2%	0%	-9%	1%	9%	-3%
CC1Cc2ccccc2N1CC(=O)NC(=O)NC(C)(C)C (stereo not given)	-19%	-3%	-5%	-1%[46 µM]	-25%	-3%	19%
Cc1c(CN2CCCC(C)C2)c(O)n(CCO)c(=O)c1C#N (stereo not given)	4%[10 µM]	-2%	6%	-6%[46 µM]	/	3%	11%[9.22 µM]

Source: PubChem
